Compound activity from PubChem BioAssay.
ARFGAP1 inhibitor: inhibitors of rat ARFGAP1 | AID 651572 | Arfgap1-stimulated ARF1 GTP hydrolysis, GDP FP detection | 360,000 tested, 0.26% active | Q62848 | inhibition, % at 16.5 µM;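 active means inhibition above a per-plate limit, mean inhibition of low control wells plus 3 SD, cut at about 25% in these data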;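 further: 0% = DMSO wells with enzyme and 100% = wells lacking Arfgap1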
Target sequence (Q62848 1-136 limits assumed): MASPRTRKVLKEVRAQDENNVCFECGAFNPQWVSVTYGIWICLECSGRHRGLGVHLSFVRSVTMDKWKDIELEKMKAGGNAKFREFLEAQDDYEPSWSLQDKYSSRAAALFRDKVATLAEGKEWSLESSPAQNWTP
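Replicates: Single well per compound | Assay system: Truncated rat Arfgap1 GAP domain | Control set: No-Arfgap1 wells (100%) versus DMSO full-reaction wells (0%) | Times: Enzyme reaction 120 min at 25 °C after 20 min preincubation | Reagent: Human ARF1(Δ1-17)-GTP substrate | Measured by: Tracer-displacement fluorescence polarization with EDTA stop, 620/688 nm | Measure: Percent inhibition of Arfgap1-stimulated GTP hydrolysis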
PG9 binder: small molecules binding HIV-1 gp120 antibody PG9; TR-FRET gp120-PG9 antibody binding; inhibition, % at 6.7 µM; 360,000 tested, 0.43% active; in the data active means inhibition above about 8.5%
NPR2 activator: GC-B (human) receptor activation; P20594; 370,000 tested, 0.11% active; HEK293-GC-B cells, CNP EC30, cGMP TR-FRET; 0% at EC30 CNP, 100% saturating CNP; activation, % at 10 µM;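 active means activation at 10 µM reaching about 35% in either raw or pattern-adjusted values, limit read from the data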
ASAP1 GAP inh: blocks human ASAP1-stimulated Arf1 GTP hydrolysis. GDP FP detection. 360,000 tested, 0.19% active. inhibition, % at 16.5 µM; in the data active means inhibition above about 25%;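 further: 0% = vehicle with enzyme and substrate and 100% = no enzyme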
Target sequence (Q9ULH1 325-724 limits assumed): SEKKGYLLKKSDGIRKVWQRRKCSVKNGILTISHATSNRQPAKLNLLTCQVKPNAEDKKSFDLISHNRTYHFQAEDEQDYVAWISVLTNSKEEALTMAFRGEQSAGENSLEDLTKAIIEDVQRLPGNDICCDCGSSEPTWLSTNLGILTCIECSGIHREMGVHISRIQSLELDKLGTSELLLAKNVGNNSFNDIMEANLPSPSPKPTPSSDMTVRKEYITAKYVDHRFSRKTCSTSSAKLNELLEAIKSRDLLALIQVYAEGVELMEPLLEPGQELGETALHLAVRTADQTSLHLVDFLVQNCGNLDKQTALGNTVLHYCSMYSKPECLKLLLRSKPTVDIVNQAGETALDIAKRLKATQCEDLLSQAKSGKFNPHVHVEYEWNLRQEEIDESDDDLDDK
mABHD4 FP: inhibitors of mouse ABHD4; Q8VD66; purified mABHD4, FP-Rh probe fluorescence polarization; inhibition, % at 8.92 µM; 370,000 tested, 0.54% active; AID 720543;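 active means inhibition exceeding the mean over every tested compound plus 3 SD, cut at about 30% in these data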;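 further: 0% = plate median of compound wells and 100% = S159A mutant with DMSO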
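Assay system: mABHD4 protein; medium: HEPES pH 7.0, NaCl, Pluronic buffer; dosing: 8.92 µM, single dose; schedule: 45 min + 60 min at 25 °C; signal: FP readout, ex 525 nm / em 598 nm; read-out: normalized percent inhibition of probe labeling; repeats: single replicate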
NPR1 activator: GC-A (human) enzyme activation | 370,000 tested, 0.14% active | P16066 | HEK293 GC-A cells, cGMP TR-FRET, EC30 ANP; 0% at EC30 ANP, 100% saturating ANP | activation, % at 10 µM; in the data active means activation above about 40%
NR1D1 modulator: Rev-erb alpha (human) modulation; P20393; Rev-erbα–FITC-DNA binding, fluorescence polarization, 90 min; activity, % at 10 µM; 370,000 tested, 0.79% active;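 active means activity above about 14%, limit read from the data; passing the limit was not always enough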;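 further: 0% = DMSO wells with 35 nM protein and 100% = DMSO wells with 750 nM protein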
SMARCA2 activ: SMARCA2 function activation, primary screen. MG213 cells, MMTV-luciferase reporter, dexamethasone, overnight. activation, % at 9.1 µM. 370,000 tested, 1% active; in the data active means activation above about 7.8%;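 further: 0% = vehicle wells and 100% = reference activator wells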
rCAG binder: molecules binding r(CAG) RNA repeats; r(CAG) RNA repeat, TO-PRO-1 dye displacement fluorescence; inhibition, % at 3 µM; 370,000 tested, 1.3% active; AID 651821;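 active means inhibition above the plate cutoff, the mean of all test compounds on that plate plus 3 SD, cut at about 35% in these data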;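 further: 0% = DMSO alone and 100% = 100 µM mitoxantrone as full dye displacement; higher means more dye released from RNA so lower well fluorescence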
HTRA1 inhibitor: blocks human HTRA1 serine peptidase; Q92743; recombinant HTRA1, FP-rhodamine activity-based probe, fluorescence polarization; inhibition, % at 5.96 µM; 340,000 tested, 0.5% active; AID 504803; in the data active means inhibition above about 36%;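 further: 0% = enzyme with DMSO and 100% = wells lacking enzyme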
Target sequence (Q92743 whole entry, looked up): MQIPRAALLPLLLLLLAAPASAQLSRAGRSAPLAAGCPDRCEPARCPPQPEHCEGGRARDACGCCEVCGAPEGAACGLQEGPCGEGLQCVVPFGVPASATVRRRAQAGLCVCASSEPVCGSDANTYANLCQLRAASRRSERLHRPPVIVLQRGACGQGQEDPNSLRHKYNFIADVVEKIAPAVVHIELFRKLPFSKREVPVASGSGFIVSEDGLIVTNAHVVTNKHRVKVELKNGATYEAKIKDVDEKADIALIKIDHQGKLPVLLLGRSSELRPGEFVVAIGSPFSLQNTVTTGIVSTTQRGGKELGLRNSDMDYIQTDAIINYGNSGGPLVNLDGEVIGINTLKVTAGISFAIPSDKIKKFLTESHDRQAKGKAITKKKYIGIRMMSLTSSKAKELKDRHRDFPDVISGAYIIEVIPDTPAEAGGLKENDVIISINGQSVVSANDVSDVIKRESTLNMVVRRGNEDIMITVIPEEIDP
* marks the source's active call; other numbers are inactive results; i = inactive; . = not tested or not shown.

Compound	ARFGAP1 inhibitor	PG9 binder	NPR2 activator	ASAP1 GAP inh	mABHD4 FP	NPR1 activator	NR1D1 modulator	SMARCA2 activ	rCAG binder	HTRA1 inhibitor
C=CCOc1ccc(/C=N/NC(=O)C2CCCC2)cc1OCC	7	-1.0	3	14	2	1	-2	1	-5	2
CCCCC(=Nc1ccc(N)cc1)C1=C(O)C(C(=O)OC)C(C)(C)CC1=O (configuration not stated)	-13	-22	2	-2	72*	3	4	1	21	64*
Cc1cc2nccc(-c3ccc(Cl)cc3Cl)n2n1	17	0.3	-4	3	0	-3	-3	0	-3	2
Cn1cc(-c2ccno2)c(C(=O)O)n1	0	-3.1	6	6	1	0	5	3	1	-1
CCOC(=O)C1C(=O)NC(N2CCN(c3ccccc3)CC2)=NC1c1ccccc1 (configuration not stated)	1	-2.3	-1	8	4	-1	2	4	-4	3
Cc1ccc(OC2CCN(C(=O)C3CCC(=O)N(C4CC4)C3)CC2)cc1 (configuration not stated)	-2	-0.1	-4	-17	-4	0	-1	-1	-8	0
CC(C)(C)C(=O)NC(Nc1cccc2cccnc12)C(Cl)(Cl)Cl (configuration not stated)	4	-0.2	-3	4	-6	-4	5	-1	-4	-12
CC(C)CNc1cccc2c1S(=O)(=O)N(Cc1cn(Cc3cccc(C(F)(F)F)c3)nn1)Cc1ccccc1O2	.	.	7	.	-1	5	3	2	8	.
CC(=O)c1cccc(-c2ccnc3c2CC(C(=O)Nc2cccnc2)O3)c1 (configuration not stated)	1	0.6	3	-16	-4	3	-2	-7	0	.
O=S(=O)(Nc1ccc2ccccc2n1)c1ccccc1	1	0.7	-6	-16	5	-2	-3	0	1	-2
CC(NC(=O)c1ccc(OC2CCN(Cc3ccccn3)CC2)cc1)c1nccs1 (configuration not stated)	-6	1.4	0	-2	-4	1	-4	2	-10	4
O=C(CC(NC(=O)c1ccccc1Cl)c1ccccc1)NCCc1ccc(Cl)cc1 (configuration not stated)	15	-0.8	-14	1	0	-4	1	0	4	-1
COc1ccc(-c2c(C)n([O-])c(C)c(C)[n+]2=O)cc1OC	7	-0.6	9	0	12	0	5	2	-3	1
CCOc1ccc(C(CC(=O)O)n2cnnn2)cc1OC (configuration not stated)	5	-0.2	0	9	-1	1	-3	-1	0	-1
O=C(O)CCCCCN1C(=O)/C(=C/c2cn(-c3ccccc3)nc2-c2cccs2)SC1=S	8	-2.5	-13	-14	-2	0	-5	5	57*	-30
CCOC(=O)c1c(N)c(C#N)c2n1CCCCC2	4	0.4	-2	6	11	-3	-7	-3	-3	3
Cc1ccc(S(=O)(=O)N/N=C/c2ccc(OC3CSC3)cc2)cc1	-12	-0.1	-1	-2	-4	1	0	-1	16	-16
COc1ccc([C@H]2CC(=O)C=C(/C=C/c3ccccc3)C2)cc1	12	-0.1	4	-11	2	-4	2	1	-2	-10
Cc1ccc(C(=O)N/C(=C\c2ccccc2F)c2nc(=S)[nH][nH]2)cc1	15	-0.2	1	-5	1	-1	-8	3	8	-12
Clc1cccc(Cl)c1C1=NOC(c2nnc(-c3ccccc3)o2)C1 (configuration not stated)	-4	-0.9	0	-7	-6	-2	-2	4	-2	-14
CCn1c2ccccc2c2cc(NC(=O)c3cccc([N+](=O)[O-])c3)ccc21	10	-0.3	-2	0	-2	-6	5	-1	17	-3
COCCOC(=O)C1=C(C)NC(SCC(=O)NC(C)(C)C)=C(C#N)C1c1ccco1 (configuration not stated)	2	-3.0	2	-1	-4	4	-5	-1	-3	-1
O=C(Nc1nnc(S(=O)(=O)N2CCCCCC2)s1)c1ccccc1	5	5.8	-2	1	-1	6	-5	-3	9	-4
COc1ccc(Cl)cc1-n1c(C)cc(C(=O)OCC(=O)N2CC(=O)Nc3ccccc32)c1C	11	-0.7	-4	9	-12	-8	-1	-2	-1	-33

Other entries follow.
| Compound | ARFGAP1 inhibitor | PG9 binder | NPR2 activator | ASAP1 GAP inh | mABHD4 FP | NPR1 activator | NR1D1 modulator | SMARCA2 activ | rCAG binder | HTRA1 inhibitor |
| --- | --- | --- | --- | --- | --- | --- | --- | --- | --- | --- |
| COc1cc(Cl)c(C)cc1NC(=O)CSc1nnc(-c2ccccn2)n1Cc1ccco1 | 0 | -0.7 | -12 | 11 | 0 | -17 | 2 | 1 | -3 | -4 |
| CC(=O)C1(O)CCC2C3CCC4CC(=O)CCC4(C)C3C(=O)CC21C (configuration not stated) | -5 | 2.1 | -2 | 11 | -3 | 1 | -3 | -3 | -1 | -2 |
| O=C(Cc1cccs1)Nc1ccc(NC(=O)c2ccco2)cc1 | -5 | 1.3 | 3 | 8 | -17 | -6 | 4 | 12* | 1 | 0 |
| O=C(NCc1cccnc1)c1cc2ccccc2oc1=O | 8 | 0.5 | -5 | 2 | -1 | 4 | 1 | -2 | 9 | 0 |
| CCOc1ccc2ccccc2c1C1NC(=S)N(C)C(C)=C1C(=O)OC (configuration not stated) | 4 | -0.9 | -2 | 3 | -5 | -11 | -1 | -3 | 0 | 0 |
| CCN(CC)C1=CC2=CC(=C(C#N)C#N)CCC2CC1 (configuration not stated) | -5 | -6.6 | -1 | 4 | -3 | -6 | 66* | 0 | i | 0 |
| CC(C)CCNC(=O)CN(C(=O)CCC(=O)Nc1ccccn1)c1ccc2c(c1)OCCO2 | 0 | -3.2 | 2 | 2 | -4 | 0 | 1 | -4 | -6 | 2 |
| CC1CCc2ccccc2N1C(=N)N(C)C (configuration not stated) | 20 | -2.9 | 8 | 6 | 2 | 1 | -1 | -1 | -1 | 9 |
| COc1ccccc1NC(=O)Cn1c(C)cc(=O)c2cccc(OC)c21 | -2 | -2.2 | 5 | 5 | 0 | 6 | 1 | -3 | -2 | . |
| COc1ccc(CCNC(=O)C(=O)NCCOc2ccccc2)cc1OC | -1 | -0.1 | -1 | 1 | 0 | 0 | -3 | -2 | -2 | -1 |
| CC1CCCN(c2nc3nonc3nc2N2CCCC(C)C2)C1 (configuration not stated) | 1 | 0.4 | -2 | 10 | -4 | 5 | 0 | -1 | 1 | -5 |
| O=C(NC(C(=O)c1ccccc1)N1CCOCC1)c1cccs1 (configuration not stated) | 1 | 0.7 | 2 | 2 | -9 | -2 | 10 | -1 | 1 | -2 |
| COc1ccc(-c2nnc(SCC(=O)NCc3ccco3)n2C)cc1 | 2 | -1.9 | 4 | -12 | -2 | -4 | 1 | -3 | -2 | 2 |
| COc1cccc(NC(=O)CN(C)C(=O)c2cc(S(=O)(=O)Nc3ccccc3OC)ccc2C)c1 | -5 | 1.0 | 1 | -12 | -1 | 0 | 2 | 0 | 9 | 1 |
| O=C(CCS(=O)(=O)c1ccccc1)Nc1ccccc1-c1nc2ccccc2s1 | -7 | -1.1 | -6 | -7 | -6 | 6 | 44* | -1 | 5 | -3 |
| Cc1ccccc1C(=O)NC1CC2CCCC(C1)N2Cc1ccccc1 (configuration not stated) | -1 | 0.2 | -2 | 12 | 0 | -2 | -6 | 2 | -2 | 1 |
| CC1CC(C)CN(CCCNC(=O)C2CCCN(c3nnc(N4CCCC4=O)s3)C2)C1 (configuration not stated) | 12 | 0.4 | -2 | 10 | 0 | 4 | -2 | 0 | 4 | -3 |
| Cc1cccc(/C=N/NC(=O)c2ccc(NC(=O)c3ccccc3C)cc2)n1 | -3 | -2.0 | 5 | -15 | 7 | 1 | 3 | 0 | 0 | -4 |
| Cc1ccc(N(C(=O)Cc2cccs2)C2C=CS(=O)(=O)C2)cc1Cl (configuration not stated) | 4 | -2.9 | -11 | 2 | 0 | -11 | 8 | 4 | 0 | 6 |
| Cc1ccc(C)c(S(=O)(=O)N2CCC(c3nc4c(nnn4Cc4ccc5c(c4)OCCO5)c(=O)[nH]3)CC2)c1 | -6 | -1.4 | -10 | 5 | -33 | 0 | 7 | -2 | 11 | -77 |
| Cc1cc(N2CCN(S(C)(=O)=O)C[C@@H]2C)ccc1N1CCN(Cc2ccccc2)[C@@H](C)C1 | -12 | -0.7 | 3 | -5 | 1 | 1 | -3 | -1 | 3 | . |
| COCCCN(C(=O)C1=COCCO1)c1c(N)n(Cc2ccccc2)c(=O)[nH]c1=O | 6 | 2.0 | -4 | -6 | 4 | -1 | 0 | -6 | 2 | -6 |
| CN(C(=O)c1sc2nc(N3CCCC3)c3c(c2c1N)CC(C)(C)OC3)c1ccccc1 | -5 | 0.4 | 1 | -2 | 14 | -1 | -4 | -1 | 4 | 7 |
| Cc1cc(C)cc(OC(C)C(=O)NCCCn2ccnc2)c1 (configuration not stated) | 2 | -2.4 | 3 | 4 | -5 | -3 | -8 | 1 | -5 | -1 |
| C=CCn1c(SC2CCOC2=O)nc2scc(C3CC3)c2c1=O (configuration not stated) | 1 | -0.4 | 7 | -6 | -6 | 15 | 7 | -1 | 9 | -3 |
| Cc1ccc(NC(=O)COc2ccc(S(=O)(=O)N3CCOCC3)cc2)cc1 | -9 | -0.7 | 4 | 2 | -4 | -1 | 2 | 1 | 0 | -3 |

Rewritten with values under each structure: ten of the compounds above
Sequence of screens: ARFGAP1 inhibitor | PG9 binder | NPR2 activator | ASAP1 GAP inh | mABHD4 FP | NPR1 activator | NR1D1 modulator | SMARCA2 activ | rCAG binder | HTRA1 inhibitor
> O=C(NC(C(=O)c1ccccc1)N1CCOCC1)c1cccs1 (configuration not stated)
  1 | 0.7 | 2 | 2 | -9 | -2 | 10 | -1 | 1 | -2
> COc1ccc(-c2nnc(SCC(=O)NCc3ccco3)n2C)cc1
  2 | -1.9 | 4 | -12 | -2 | -4 | 1 | -3 | -2 | 2
> COc1cccc(NC(=O)CN(C)C(=O)c2cc(S(=O)(=O)Nc3ccccc3OC)ccc2C)c1
  -5 | 1.0 | 1 | -12 | -1 | 0 | 2 | 0 | 9 | 1
> O=C(CCS(=O)(=O)c1ccccc1)Nc1ccccc1-c1nc2ccccc2s1
  -7 | -1.1 | -6 | -7 | -6 | 6 | 44* | -1 | 5 | -3
> Cc1ccccc1C(=O)NC1CC2CCCC(C1)N2Cc1ccccc1 (configuration not stated)
  -1 | 0.2 | -2 | 12 | 0 | -2 | -6 | 2 | -2 | 1
> CC1CC(C)CN(CCCNC(=O)C2CCCN(c3nnc(N4CCCC4=O)s3)C2)C1 (configuration not stated)
  12 | 0.4 | -2 | 10 | 0 | 4 | -2 | 0 | 4 | -3
> Cc1cccc(/C=N/NC(=O)c2ccc(NC(=O)c3ccccc3C)cc2)n1
  -3 | -2.0 | 5 | -15 | 7 | 1 | 3 | 0 | 0 | -4
> Cc1ccc(N(C(=O)Cc2cccs2)C2C=CS(=O)(=O)C2)cc1Cl (configuration not stated)
  4 | -2.9 | -11 | 2 | 0 | -11 | 8 | 4 | 0 | 6
> Cc1ccc(C)c(S(=O)(=O)N2CCC(c3nc4c(nnn4Cc4ccc5c(c4)OCCO5)c(=O)[nH]3)CC2)c1
  -6 | -1.4 | -10 | 5 | -33 | 0 | 7 | -2 | 11 | -77
> Cc1cc(N2CCN(S(C)(=O)=O)C[C@@H]2C)ccc1N1CCN(Cc2ccccc2)[C@@H](C)C1
  -12 | -0.7 | 3 | -5 | 1 | 1 | -3 | -1 | 3 | .
